Screens as filed in PubChem.
NR2F2 inh – inhibitors of human COUP-TFII (NR2F2). hit rate 0.7% among 370,000. inhibition, % at 8.6 µM. HEK293T NGFI-A luciferase reporter, luminescence. P24468;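 active = inhibition above a per-plate cutoff, mean inhibition of test wells between control levels plus 3 SD, cut at about 38% in these data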;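 note: cells cotransfected with COUP-TFII expression vector driving the NGFI-A reporter; 0% = median of COUP-TF2 test wells and 100% = reporter-only cells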
Target sequence (P24468 whole entry, looked up): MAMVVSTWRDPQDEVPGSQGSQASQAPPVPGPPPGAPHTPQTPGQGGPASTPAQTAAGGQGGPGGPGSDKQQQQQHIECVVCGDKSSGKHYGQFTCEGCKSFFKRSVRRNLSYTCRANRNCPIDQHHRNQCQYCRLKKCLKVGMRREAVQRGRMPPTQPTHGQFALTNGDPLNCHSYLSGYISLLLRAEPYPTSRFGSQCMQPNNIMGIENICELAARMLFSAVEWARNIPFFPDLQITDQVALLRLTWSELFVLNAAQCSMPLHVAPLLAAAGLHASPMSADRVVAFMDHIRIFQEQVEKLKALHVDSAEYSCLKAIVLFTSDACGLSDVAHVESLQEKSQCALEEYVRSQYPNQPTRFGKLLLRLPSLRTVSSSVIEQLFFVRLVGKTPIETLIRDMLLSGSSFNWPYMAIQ
SRC3 inh – inhibits human SRC3 coactivator. hit rate 0.17% among 360,000. Q9Y6Q9. inhibition, % at 3.6 µM. HEK293 GAL4-SRC3 luciferase reporter, luminescence;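 active = inhibition above a per-campaign cutoff, the mean of all compounds plus 3 SD, cut at about 60% in these data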;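 note: 0% = DMSO-treated cells and 100% = gossypol-treated cells at 36 µM; higher means less SRC3-driven luciferase light from the GAL4 reporter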
TRAIL sens C8 – caspase-8 TRAIL sensitization | NB7+C8 cells + TRAIL, ATPlite viability luminescence | inhibition (viability loss, TRAIL sensitization), % at 10 µM | hit rate 1% among 360,000 | AID 624354;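 active = compounds causing at least 50% loss of cell viability in the single-dose screen, relative to plate controls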
TROY signal inh – inhibitors of TROY-dependent NF-kB signaling. hit rate 0.98% among 360,000. inhibition, % at 10 µM. Q293 LMP1-TROYcd NF-kB luciferase reporter, 4 h. AID 1347056;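 active = compounds whose plate-normalised and pattern-corrected inhibition of the luciferase reporter signal at the single screening dose is 50% or more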
LRH-1 inv ag – NR5A2 inverse agonism in reporter assay; O00482; HEK293T StAR-luciferase reporter, LRH-1 transfected, 24 h; inhibition, % at 3.6 µM; hit rate 0.13% among 360,000; AID 602396;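 active = inhibition above the mean inhibition of all tested compounds plus 3 SD, cut at about 73% in these data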;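 note: 0% = DMSO wells and 100% = reporter-only cells lacking LRH-1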
SRC1 inh – inhibitors of human steroid receptor coactivator 1 (SRC1); inhibition, % at 3.6 µM; Q15788; hit rate 0.12% among 360,000; HEK293 GAL4-SRC1 luciferase reporter, luminescence;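 active = inhibition above the campaign mean plus 3 SD, with each screening campaign given its own cutoff, cut at about 60% in these data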;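 note: 0% = DMSO treated cells and 100% = gossypol at 36 µM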
NCOA2 inhibitor – inhibits human steroid receptor coactivator 2; Q15596; HEK293 GAL4-SRC2 luciferase reporter, luminescence; inhibition, % at 9 µM; hit rate 0.17% among 370,000;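 active = inhibition above the mean inhibition of all tested compounds plus 3 SD, set per campaign, cut at about 52% in these data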;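 note: 0% = DMSO treated cells and 100% = cells given Gossypol at 36 µM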
TWEAK-Fn14 inh – TWEAK-Fn14 signaling inhibition; TWEAK-stimulated Fn14 reporter cells, luciferase luminescence, 8 h; inhibition, % at 10 µM; hit rate 2% among 360,000; AID 1159606; in the data active = inhibition above about 50%
NOD2 RIPK2 PPI – blocks binding of human NOD2 to RIPK2; hit rate 0.38% among 360,000; CHO BLA complementation NOD2-RIPK2, CCF4 ratio; inhibition, % at 4.98 µM; in the data active = inhibition above about 21%;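 note: 0% = vehicle only and 100% = reference blocker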
Target sequence (O43353 whole entry, looked up): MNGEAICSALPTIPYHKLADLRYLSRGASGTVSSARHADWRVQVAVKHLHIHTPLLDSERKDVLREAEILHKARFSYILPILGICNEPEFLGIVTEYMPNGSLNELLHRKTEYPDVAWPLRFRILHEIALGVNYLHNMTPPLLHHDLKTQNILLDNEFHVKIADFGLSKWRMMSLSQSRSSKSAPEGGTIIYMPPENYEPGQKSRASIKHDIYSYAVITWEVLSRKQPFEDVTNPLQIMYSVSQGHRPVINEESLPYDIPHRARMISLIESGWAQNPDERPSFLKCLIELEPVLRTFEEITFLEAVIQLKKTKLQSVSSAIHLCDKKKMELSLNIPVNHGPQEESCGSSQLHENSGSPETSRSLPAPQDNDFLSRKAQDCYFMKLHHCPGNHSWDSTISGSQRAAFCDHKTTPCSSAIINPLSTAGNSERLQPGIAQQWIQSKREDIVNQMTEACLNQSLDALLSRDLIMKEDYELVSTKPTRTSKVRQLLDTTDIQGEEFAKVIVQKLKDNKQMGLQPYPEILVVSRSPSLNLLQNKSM
TLR9-MyD88 block – blocks human TLR9 binding to MyD88; CHO BLA complementation TLR9-MyD88, CCF4 FRET ratio; AID 504734; inhibition, % at 4.98 µM; Q9NR96+Q99836; hit rate 0.21% among 340,000;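 active = inhibition above the mean over all tested compounds plus 3 SD, cut at about 21% in these data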;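 note: 0% = DMSO only wells and 100% = clavulanate BLA inhibitor control wells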
EBV LMP1 NFkB – reduces LMP1-driven NF-kappaB luciferase signal | LMP1-induced NF-kappaB luciferase reporter cells, luminescence | inhibition, % at 12.5 µM | hit rate 0.69% among 350,000 | AID 504558; in the data active = inhibition above about 41%;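 note: 0% = neutral control wells and 100% = reference inhibitor control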
* = called active by the depositor; · = not tested or not shown. An excerpt (hit frequency here may not be typical).

SMILES	NR2F2 inh	SRC3 inh	TRAIL sens C8	TROY signal inh	LRH-1 inv ag	SRC1 inh	NCOA2 inhibitor	TWEAK-Fn14 inh	NOD2 RIPK2 PPI	TLR9-MyD88 block	EBV LMP1 NFkB
Cc1ccc(C(=O)Nc2ccc(C(=O)/C=C/c3cccs3)cc2)cc1	-29	-68	7	-53	-80	-59	-99	9	-1	5	-8
COC(=O)C(=O)/C=C(\O)c1ccc(C)cc1	19	14	5	3	-25	5	-6	-7	4	1	-7
CSc1nnc(C)c(=O)n1COC(=O)COc1ccc2ccccc2c1	-11	1	-10	16	5	15	8	-22	1	2	-5
Cc1ccc(-c2ccnc3nc(-n4cccc4)nn23)o1	-16	2	-5	7	-8	-24	-28	-10	1	-1	-7
O=C(Nc1ccccc1)C1CCCN1/C=C/C(=O)C(F)(F)F (configuration not stated)	14	-10	5	-2	11	3	-12	-5	-2	-1	-2
CCN(CC)c1ccc(NC(=O)CSc2nc3ccccc3c(=O)[nH]2)cc1	-9	-12	-15	7	-7	-9	4	-6	2	-15	4
CN(CCOc1ccccc1)C(=O)c1cc([N+](=O)[O-])ccc1N1CCOCC1	-12	-33	13	1	-6	2	-7	-3	1	7	4
CCCCNC(=O)c1cc2c(=O)n3cccc(C)c3nc2n(Cc2ccccc2)c1=N	18	7	8	-25	11	3	-17	-27	-14	-15	-7
COc1ccc(-c2nc3c4ccccc4ccn3c2Cc2ccccc2)cc1OC	-20	-50	17	-25	-17	-46	-38	-3	-7	·	·
CC(C)(CO)CNc1ccn2nccc2n1	36	53	3	28	22	45	41	40	-14	·	·
CC(=O)N1CCN(Cc2cc(=O)oc3cc(C)ccc23)CC1	8	-18	9	4	-5	-2	-26	20	-11	·	·
O=C1C=C(Nc2ccc(Cl)cc2)C(=O)N1c1ccc(Cl)cc1	12	-1	-2	-8	-15	-2	-2	-35	-6	3	-18
CC1CCN(S(=O)(=O)c2cccc(C(=O)NCC3CCCO3)c2)CC1 (configuration not stated)	9	4	7	10	19	-9	28	10	-5	7	-4
O=C(O)c1ccc(N2CCc3ccccc32)c([N+](=O)[O-])c1	1	3	-3	-9	21	-22	22	21	1	-15	-1
Cc1ccc(F)cc1NC(=O)C12CC3CC(C1)CC(n1cnc([N+](=O)[O-])n1)(C3)C2	16	-8	-13	-21	-2	-17	-30	3	-5	-4	-1
c1ccc(-c2noc(CC3CCCCC3)n2)cc1	7	-22	6	-31	-14	-33	-7	-16	4	1	-35
COc1ccc(C)cc1NC(=O)c1cc2c(s1)CCC2	-15	-26	7	-28	-14	-26	-36	-26	8	-6	-10
O=C(NCc1ccccc1)/C(=N\O)c1ccccc1	-20	-40	-1	-46	-27	-30	-7	-22	4	-3	-5
Cc1cc(C)c(C#N)c(SCc2cn3c(C)cccc3n2)n1	0	2	-5	24	-13	2	7	-13	-6	-3	3
O=Cc1cccn1-c1ccc2ccccc2c1	3	-17	2	-42	-12	3	-29	-17	6	11	-11
N#Cc1c(-c2ccc(F)cc2)noc1N	-11	-24	7	-28	-7	6	-2	6	-1	-3	4
O=C(NC1CCN(Cc2ccccc2)CC1)c1cc(Br)c(Br)[nH]1	13	5	-3	19	8	14	-2	-8	-1	11	11
COc1cc(SC)ccc1C(=O)NCCOc1ccccc1Cl	-45	-80	-1	-79	-168	-197	-74	-1	4	-2	5
CC(NC(=O)c1ccco1)C(=O)N1CCN(C(c2ccccc2)c2ccccc2)CC1 (configuration not stated)	-12	18	-2	-5	6	12	8	-15	4	0	5
CSCCC(c1nc2ccccc2[nH]1)n1c(/C=C/c2ccc(F)c(F)c2)nc2ccccc21 (configuration not stated)	-24	·	27	·	-119	·	-29	·	-14	·	·
CCCCN(CCCC)c1nc2ccccc2nc1NS(=O)(=O)c1ccc(NC(C)=O)cc1	-6	3	-11	11	-23	5	-34	11	-1	4	2
Cn1c(=O)c2c(C(=O)O)cc(-c3ccccc3)nc2n(Cc2ccccc2)c1=O	-5	5	-10	-17	-8	-47	-79	10	-2	2	-2
Cc1nnc(SCC(=O)Nc2cccc(Br)c2)s1	-12	-8	-4	1	1	-3	-12	-12	-1	6	-4
COc1ccc2nc(SCC(=O)Nc3ccccc3C)[nH]c2c1	-22	3	-8	-10	3	-17	18	-1	5	-4	1
CN(C)C(CNC(=O)NC1CCCCC1)c1cccnc1 (configuration not stated)	-6	12	-13	9	16	0	-1	-3	-4	9	-7

Profiles as entered above. Order of values: NR2F2 inh | SRC3 inh | TRAIL sens C8 | TROY signal inh | LRH-1 inv ag | SRC1 inh | NCOA2 inhibitor | TWEAK-Fn14 inh | NOD2 RIPK2 PPI | TLR9-MyD88 block | EBV LMP1 NFkB
O=C(NC1CCN(Cc2ccccc2)CC1)c1cc(Br)c(Br)[nH]1 across the screens: 13 | 5 | -3 | 19 | 8 | 14 | -2 | -8 | -1 | 11 | 11
CC(C)(CO)CNc1ccn2nccc2n1 across the screens: 36 | 53 | 3 | 28 | 22 | 45 | 41 | 40 | -14 | · | ·

The list continues.
SMILES	NR2F2 inh	SRC3 inh	TRAIL sens C8	TROY signal inh	LRH-1 inv ag	SRC1 inh	NCOA2 inhibitor	TWEAK-Fn14 inh	NOD2 RIPK2 PPI	TLR9-MyD88 block	EBV LMP1 NFkB
O=C(CN(Cc1ccco1)C(=O)c1ccc(N2CCCC2=O)cc1)Nc1ccccc1C(F)(F)F	-8	-21	11	-14	-21	-14	6	14	-5	-13	4
CC(=O)Nc1ccc(NC(=O)COC(=O)COc2ccc3ccccc3c2)cc1	1	-2	-9	-2	3	-5	2	4	-4	1	5
CCN(CC)CCCNc1nnc(C)c(=O)[nH]1	3	-3	-2	-3	-1	-9	-13	-9	-1	-10	3
CSc1ccccc1C(=O)Nc1ccccc1C(=O)NC(C)C	-6	24	0	-12	-13	8	1	4	-6	-1	-4
Cc1ccc(S(=O)(=O)CCC(=O)NCCc2ccccc2)cc1	11	6	-18	1	17	-22	-3	-8	1	-11	2
COc1ccccc1C(=O)NCCC(=O)Nc1ccc(S(=O)(=O)N2C(C)CCCC2C)cc1 (configuration not stated)	23	-11	18	2	-22	-5	9	18	-1	-1	6
CC(=O)c1cc2c(cc1NC(=O)CN1CCCCCCC1)OCO2	-5	-17	-12	2	-1	2	25	7	6	1	-7
O=C(Nc1ccccc1Cl)c1cc(C2CCCN(C(=O)C3CCCCC3)C2)on1 (configuration not stated)	17	-8	4	12	4	-29	12	-22	-2	·	·
CCc1nn2c(=O)c(S(=O)(=O)Nc3ccc(C(C)C)cc3)c(C)nc2s1	6	-5	4	4	17	4	9	10	-3	4	-4
Cc1nnc2sc(-c3cccc(NC(=O)c4cccnc4)c3)nn12	-2	-8	-10	-1	36	-19	-20	8	-1	-1	4
CCOc1ccccc1C1CC(=O)Nc2c1c(=O)n(C)c(=O)n2C (configuration not stated)	2	2	0	-3	5	2	0	5	-2	-17	-3
O=S1(=O)CCN(Cc2ccc(Cl)c(C(F)(F)F)c2)CC1	7	17	3	12	11	3	6	1	-15	7	-3
O=C1Nc2cc(C(=O)NCCN3CCCCCC3)ccc2S/C1=C\c1ccccc1	-22	-18	41	-17	-30	-4	-20	3	8	-9	0
CCc1nn2c(=O)cc(COC(=O)c3ccc(SC)cc3OC)nc2s1	-2	9	-5	-6	13	5	-19	-9	-3	-10	-9
Cc1ccc(Cl)cc1N1CCN(C(=O)C2CCCN(S(=O)(=O)c3cnc[nH]3)C2)CC1 (configuration not stated)	10	18	-2	3	-5	15	8	7	0	9	11

5 of the entries above in order of their number in NOD2 RIPK2 PPI, ascending:
| SMILES | NR2F2 inh | SRC3 inh | LRH-1 inv ag | SRC1 inh | NCOA2 inhibitor | TWEAK-Fn14 inh | NOD2 RIPK2 PPI | TLR9-MyD88 block | EBV LMP1 NFkB |
| --- | --- | --- | --- | --- | --- | --- | --- | --- | --- |
| O=C(CN(Cc1ccco1)C(=O)c1ccc(N2CCCC2=O)cc1)Nc1ccccc1C(F)(F)F | -8 | -21 | -21 | -14 | 6 | 14 | -5 | -13 | 4 |
| CCc1nn2c(=O)cc(COC(=O)c3ccc(SC)cc3OC)nc2s1 | -2 | 9 | 13 | 5 | -19 | -9 | -3 | -10 | -9 |
| CCOc1ccccc1C1CC(=O)Nc2c1c(=O)n(C)c(=O)n2C (configuration not stated) | 2 | 2 | 5 | 2 | 0 | 5 | -2 | -17 | -3 |
| Cc1nnc2sc(-c3cccc(NC(=O)c4cccnc4)c3)nn12 | -2 | -8 | 36 | -19 | -20 | 8 | -1 | -1 | 4 |
| CC(=O)c1cc2c(cc1NC(=O)CN1CCCCCCC1)OCO2 | -5 | -17 | -1 | 2 | 25 | 7 | 6 | 1 | -7 |

Further compounds follow:
SMILES	NR2F2 inh	SRC3 inh	TRAIL sens C8	TROY signal inh	LRH-1 inv ag	SRC1 inh	NCOA2 inhibitor	TWEAK-Fn14 inh	NOD2 RIPK2 PPI	TLR9-MyD88 block	EBV LMP1 NFkB
COc1ccccc1N(CC(=O)NCc1ccc(F)cc1)C(=O)CCC(=O)Nc1nccs1	1	10	15	-16	12	-4	16	-18	-12	3	-8
CN(Cc1ccccc1)C(=O)COC(=O)CCC(=O)c1ccc(Cl)cc1	-14	5	14	-2	-5	3	5	20	1	2	-4
COc1cccc(/C=N/NC(=O)CNC(=O)c2cccs2)c1O	7	8	22	-30	-8	4	-11	-22	-6	0	13
COc1ccc(S(=O)(=O)n2cnc3ccccc32)c(C)c1	2	4	6	12	12	-9	13	7	4	-25	2
COC(=O)c1ccccc1NC(=O)CSc1nc2ccccc2c(=O)[nH]1	0	-9	0	5	-4	-42	5	14	-2	0	6
CNC(=O)c1ccc(Nc2nnc(-c3ccc(C)c(S(=O)(=O)NCC4CCCO4)c3)c3ccccc23)cc1 (configuration not stated)	-4	18	0	-12	5	3	-2	15	7	-5	-1
Cc1nn(Cc2ccccc2)c(C)c1NC(=O)c1ccc([N+](=O)[O-])cc1[N+](=O)[O-]	11	-5	-2	7	13	10	2	5	-2	0	0
CC(=O)Nc1ccc(S(=O)(=O)N2CCCC(C(=O)O)C2)cc1 (configuration not stated)	20	-1	-1	12	-21	-21	8	3	-6	-11	-5
CCC(=O)OC1(C)C(=O)C=C2C=C(c3ccc(C#N)cc3)OC=C2C1=O (configuration not stated)	21	-25	-13	12	3	-3	-35	6	-12	-3	0
O=C(NNC1CC(=O)N(c2cccc(Cl)c2)C1=O)c1cccs1 (configuration not stated)	-7	-9	2	-46	-37	-13	-5	23	17	-13	-3
Cc1cc(C(=O)N2CCN(S(=O)(=O)c3ccccc3C#N)CC2)c(C)o1	5	3	0	-8	-15	-12	-22	7	-6	-2	17
O=C(O)c1ccc(N/N=C/c2ccc(-c3cc(Cl)ccc3Cl)o2)cc1	-4	-61	-12	39	-100	-106	-79	17	8	0	-26
COc1ccc(S(=O)(=O)N2CCC(C(=O)NCc3ccccc3)CC2)cc1OC	6	13	-5	-16	0	7	-18	-8	-3	-1	-2
CCOC(=O)Oc1ccc2c(c1)C(C)=CC(C)(C)N2C(=O)OCC	7	-2	7	5	9	0	21	15	2	2	0
CCN(CC)CCCNC(=O)c1cn(CCOC)c(=O)c2c1c1ccccc1n2C	-10	-1	8	15	13	-11	-15	-15	-1	-3	5
COc1ccc(NC(=O)Nc2cc(C(C)(C)C)on2)cc1OC	-8	18	7	4	6	-11	16	-6	-5	2	3
